Bioassay records (PubChem)
12-LOX inh: inhibitors of human 12S-lipoxygenase ALOX12; P18054; purified 12hLO, xylenol orange hydroperoxide absorbance; Potency, µM (series often up to 108 µM), inactives show at the top dose activity change, negative = inhibition, hits mostly inhibitors; 580,000 tested, 1.1% active; AID 1671190; also: % is scaled to controls: 0 for no effect and ±100 for the full control effect
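Purified human 12hLO at 150 nM in 25 mM Hepes, 0.01% Triton X-100, pH 7.0, preincubated 15 min at room temperature with compound. Reaction started with 40 uM arachidonic acid, 30 min at room temperature. Hydroperoxide measured by Fe-xylenol orange, 573/405 nm absorbance ratio.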
Pin1 inh: human Pin1 inhibition | Q13526 | Pin1 FP peptide displacement, HiFluor488, 10 min | Potency, µM (series often up to 115 µM), without a hit: at the top dose activity, negative = inhibition, most hits filed as inhibitors | 390,000 tested, 0.009% active | AID 504891; active = well fitted inhibition curve with a large enough effect in the polarisation, with a control signal flat, not every such curve was filed as active; inconclusive = small, poorly fitted or top-dose-only effect, or effect the other way, or a change in a side signal; inactive = no such curve, though single readings can be large or run the other way; the % refers to the polarisation; also: % is scaled to controls: 0 for no effect and ±100 for the full control effect
Target sequence (Q13526 whole entry, looked up): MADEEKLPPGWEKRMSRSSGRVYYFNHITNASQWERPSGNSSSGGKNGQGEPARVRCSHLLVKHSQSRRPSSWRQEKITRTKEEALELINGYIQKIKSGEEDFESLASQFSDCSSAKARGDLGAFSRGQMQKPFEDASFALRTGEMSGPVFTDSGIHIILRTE
TrxR1 inh: blocks rat thioredoxin reductase 1; O89049; Potency, µM (titrated, usually from 114 µM), without a hit: at the top dose activity change, negative = inhibition, most hits filed as inhibitors; recombinant rTrxR1, NADPH fluorescence consumption, selenite substrate; AID 588453; 390,000 tested, 1% active; also: % is scaled to controls: 0 for no effect and ±100 for the full control effect; nearly all actives have a fitted effect of over 65% in size
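Rat TrxR1 (90 nM in the dispensed reagent) was pre-reduced with 400 uM NADPH for 5 min at room temperature, then incubated with compound for 15 min. After 400 uM selenite was added, NADPH fluorescence (Ex 340/Em 450 nm) was followed for 8 min.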
RGS4 inhibitor: blocks human RGS4-accelerated GTP hydrolysis. P49798. Transcreener GDP fluorescence polarization, RGS4-accelerated GTP hydrolysis. Potency, µM (series often up to 114 µM), for inactives: top-dose activity change, negative = inhibition, most hits filed as inhibitors. 390,000 tested, 0.039% active. AID 504845; also: % is scaled to controls: 0 for no effect and ±100 for the full control effect; nearly all actives have a fitted effect of over 75% in size; some results filed as inactive show a strong effect at the top dose
Target sequence (P49798 whole entry, looked up): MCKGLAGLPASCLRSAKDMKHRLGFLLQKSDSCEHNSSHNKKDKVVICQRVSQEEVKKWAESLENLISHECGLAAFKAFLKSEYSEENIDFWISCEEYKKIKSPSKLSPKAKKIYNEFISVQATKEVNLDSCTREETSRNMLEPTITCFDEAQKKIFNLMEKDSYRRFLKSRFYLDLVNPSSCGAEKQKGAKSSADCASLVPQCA
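MLSMR compounds (23 nl, pin-transferred) preincubated 10 min at room temperature with a 500nM (2x) first reagent, then RGS4 at 900nM (2x) plus Transcreener GDP mix added; fluorescence polarization (620/688 nm) read before and after 90 min at 30 °C.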
HP1b chromo inh: blocks HP1-beta chromodomain binding to methylated histone tails; 390,000 tested, 0.56% active; Potency, µM (series often up to 114 µM), without a hit: at the highest dose activity change, negative = inhibition, actives largely listed as inhibitors; AlphaScreen HP1-beta / biotin-H3K9me3 peptide binding; also: nearly all actives have a fitted effect of over 70% in size; inactives centre near 23
Target sequence (P83916 whole entry, looked up): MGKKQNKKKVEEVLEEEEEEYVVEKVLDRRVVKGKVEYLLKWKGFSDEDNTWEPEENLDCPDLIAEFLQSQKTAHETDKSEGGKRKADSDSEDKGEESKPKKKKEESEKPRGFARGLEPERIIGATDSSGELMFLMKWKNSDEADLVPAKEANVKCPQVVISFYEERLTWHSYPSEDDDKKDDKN
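HP1-beta protein (50 nM final) preincubated 30 min at room temperature with biotinylated H3(1-18)K9me3 peptide (50 nM) in PBS pH 7.4, 0.01% Tween-20, then compound added for 30 min. AlphaScreen streptavidin donor/nickel chelate acceptor beads (10 ug/mL final), 30 min dark, luminescence read.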
GLS inh: glutaminase GLS (human) inhibition | GLS enzymatic activity, qHTS titration | Potency, µM (top dose mostly 45.5 µM), for the others: at the highest dose activity change, negative = inhibition, hits mostly inhibitors | 410,000 tested, 0.21% active | AID 624170; also: % is scaled to controls: 0 for no effect and ±100 for the full control effect
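Read-out is an Amplex red fluorescence increase coupled through glutamate oxidase and HRP, measured before and after 30 min room-temperature incubation. hKGA is in 45 mM KH2PO4 (pH 8.2) with 0.02% Tween-20; glutamine added as 1mM solution.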
JMJD2A Tudor inh: inhibitors of human JMJD2A Tudor domain. O75164. AlphaScreen JMJD2A-Tudor / H3K4me3 peptide binding. Potency, µM (series often up to 114 µM), for the others: top-dose activity change, negative = inhibition, most hits filed as inhibitors. 390,000 tested, 4.4% active. AID 504339; also: % is scaled to controls: 0 for no effect and ±100 for the full control effect; nearly all actives have a fitted effect of over 50% in size
Tb PGK inh: inhibitors of T. brucei phosphoglycerate kinase; P07378; Potency, µM (doses to about 57.5 µM), inactives show at the highest dose activity change, negative = inhibition, hits mostly inhibitors; 380,000 tested, 0.043% active; PGK/GAPDH coupled, Kinase-Glo luminescence, 60 min; also: % is scaled to controls: 0 for no effect and ±100 for the full control effect; nearly all actives have a fitted effect of over 60% in size
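Recombinant glycosomal PGK reaction used 1,3-bisphosphoglycerate generated in-well by GAPDH (100nM final) in 100mM TEA pH 7.6, 5mM MgCl2, 0.01% Tween-20. After 60 minutes at room temperature, ATP was read by Kinase-Glo Plus luminescence end-point.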
ERG-DNA inh: blocks human ERG Ets domain binding to DNA. AID 624246. Potency, µM (top dose mostly 76.9 µM), without a hit: at the top dose FP activity, negative = inhibition, most hits filed as inhibitors. fluorescence polarization, His-ERG Ets domain / labelled DNA. 370,000 tested, 0.028% active; active = well fitted inhibition curve with a large enough effect in the polarisation, with a control signal flat; inconclusive = small, poorly fitted or top-dose-only effect, or effect the other way, or a change in a side signal; inactive = no such curve, though single readings can be large or run the other way; the % refers to the polarisation;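 also: polarization taken with two DNA probes labelled with fluorescein and Texas red; % of control where 0% means no effect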
Target sequence (P11308 whole entry, looked up, the tested form may be a part): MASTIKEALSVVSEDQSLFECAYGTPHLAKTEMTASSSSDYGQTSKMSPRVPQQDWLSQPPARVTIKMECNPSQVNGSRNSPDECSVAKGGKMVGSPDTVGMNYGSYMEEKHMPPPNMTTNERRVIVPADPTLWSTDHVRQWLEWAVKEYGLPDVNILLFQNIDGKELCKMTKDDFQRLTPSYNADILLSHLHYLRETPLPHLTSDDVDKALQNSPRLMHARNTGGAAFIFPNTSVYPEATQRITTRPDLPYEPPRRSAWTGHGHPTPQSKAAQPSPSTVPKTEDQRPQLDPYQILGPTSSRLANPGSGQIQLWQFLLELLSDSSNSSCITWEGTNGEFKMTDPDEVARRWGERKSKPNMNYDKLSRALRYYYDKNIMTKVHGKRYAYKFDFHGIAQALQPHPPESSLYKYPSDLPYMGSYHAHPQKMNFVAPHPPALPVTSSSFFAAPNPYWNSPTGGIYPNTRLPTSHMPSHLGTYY
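His-tagged ERG Ets domain (1 uM in the protein solution; 300mM KCl, 50mM Tris-HCl, 1mM EDTA, 1mM DTT, pH 7.5) received compound, then a probe mix of 5 nM fluorescein-DNA and 100nM Texas-615-DNA. Fluorescence polarization was read for both dyes.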
Starred values were filed as active, the others as inactive; i = inactive; ? = inconclusive; / = not tested or not shown; ! = repeats disagree; [ ] = remark or other dose. Unless noted, calls follow the shape of the dose curve; as a rule, active = well fitted curve in the direction sought with a large enough effect; inconclusive = small, poorly fitted or top-dose-only effect, or another doubt; inactive = no such curve, though single readings can be large; an effect the other way counts as inactive or inconclusive. Potency is read from the fitted curve at half-maximal effect. Only part of the results is shown (hit frequency here may not be typical).

1: O=C1OCC2=C1C(c1cccc(Cl)c1)CC(=O)N2c1ccc(C(F)(F)F)cc1 (stereo unspecified)
2: CCOC(=O)Cc1nn[nH]n1
3: CSc1nc(N)nc2c1ncn2Cc1ccccc1
4: CC(=O)C1C(c2ccc(F)cc2)C2C(C)=NN=C2CC1(C)O (stereo unspecified)
5: Cc1cc(SC(C)C(=O)O)nc2ccccc12 (stereo unspecified)
6: COc1ccc(C(=O)NC(NC(=O)c2ccc(OC)cc2)c2ccccc2F)cc1
7: CN1CCN(CCc2nc3cc(NC(=O)c4ccco4)ccc3n2C)CC1
8: COc1ccc(C2c3c(ccc4ccccc34)Oc3ncn4nc(-c5ccco5)nc4c32)cc1 (stereo unspecified)

assay / entry	1	2	3	4	5	6	7	8
12-LOX inh	-1%	-4%	-21%	0%	-9%	4%	1%	0%
Pin1 inh	1%	-1%	-3%	-2%	-2%	-6%	0%	-7%
TrxR1 inh	17%	13%[57.1 µM]	17%	19%[57.1 µM]	16%	11%[57.1 µM]	-1%[57.1 µM]	-3%
RGS4 inhibitor	7%	-34%	2%	-12%	4%[56.9 µM]	15%	-12%	-13%
HP1b chromo inh	17%	28%	22%	18%	59%[activator]	21%	5%	4%
GLS inh	-7%	-7%	-23%	-6%	-2%	-14%	7%	2%
JMJD2A Tudor inh	-10%	3%	-8%	-7%	-4%	-5%	-19%	-4%
Tb PGK inh	i	-1%	i	-6%	5%	-3%	-2%	i
ERG-DNA inh	-5%	0%	-7%	5%	8%	-7%	8%	-3%

An excerpt from above, reduced to JMJD2A Tudor inh, ERG-DNA inh and Pin1 inh.
no.	canonical_smiles	JMJD2A Tudor inh	ERG-DNA inh	Pin1 inh
1	O=C1OCC2=C1C(c1cccc(Cl)c1)CC(=O)N2c1ccc(C(F)(F)F)cc1 (stereo unspecified)	-10%	-5%	1%
5	Cc1cc(SC(C)C(=O)O)nc2ccccc12 (stereo unspecified)	-4%	8%	-2%

(next part)
9: O=C1CCCCN1CCc1c[nH]c2ccccc12
10: O=C(CCN1C(=O)C2CCCCC2C1=O)Nc1ccc(Br)cc1F (stereo unspecified)
11: O=C(c1ccccc1Nc1ccc(SC(F)F)cc1)N1CCCCCC1
12: CC(C)(C)NC(=O)NC(=O)CN1CCC(Cc2ccccc2)CC1
13: O=C(c1ccccn1)N1CCCC(N2CCN(c3ccc(F)cc3)CC2)C1 (stereo unspecified)
14: Cc1cccc(N2CCN(C(=O)c3oc(=O)c4ccccc4c3-c3ccccc3)CC2C)c1 (stereo unspecified)
15: COc1ccccc1CNS(=O)(=O)c1cc(CN2C(=O)c3cccnc3C2=O)ccc1OC
16: Cc1ccc(NC(=S)N2CCOCC2)c(C)c1

assay / entry	9	10	11	12	13	14	15	16
12-LOX inh	9%	-22%	-17%	-17%	4%	-17%	35µM*	59%[activator]
Pin1 inh	1%	-7%	5%	1%	-1%	6%	-2%	-1%
TrxR1 inh	0%	52%[57.1 µM]	6%	5%[57.1 µM]	14%	18%	38%[activator]	9%
RGS4 inhibitor	-25%	-14%	-2%	?	24%	-7%	-12%	-4%[11.4 µM]
HP1b chromo inh	42%[activator]	47%[activator]	55%[activator]	-9%	27%	7%	44%[activator]	33%
GLS inh	22%	-2%	-3%	-1%	21%	0%	-3%	-17%
JMJD2A Tudor inh	0%	-18%	2%	-5%[11.4 µM]	-12%	-28%	28%	1%[11.4 µM]
Tb PGK inh	-1%	-2%	i	-3%	-9%	-2%	2%	-10%
ERG-DNA inh	7%	2%	13%	2%	3%	1%	-4%	11%

Down the list, quoted from above.
TrxR1 inh, nos. 10–16: 52%[57.1 µM], 6%, 5%[57.1 µM], 14%, 18%, 38%[activator], 9%
ERG-DNA inh, nos. 10–16: 2%, 13%, 2%, 3%, 1%, -4%, 11%
HP1b chromo inh, nos. 10–16: 47%[activator], 55%[activator], -9%, 27%, 7%, 44%[activator], 33%

Other compounds:
17: Cc1ccc(NC(=O)/C(=C/c2cccc([N+](=O)[O-])c2)NC(=O)C2CCCCC2)cc1
18: COc1ccc(NC(=O)CSCC(=O)Nc2ccccc2N2CCCC2)cc1
19: CSc1ccc(/C=C(\C#N)C(=O)Nc2cccc(C)c2)cc1
20: CC(C)c1ccccc1Oc1c(C(F)(F)F)oc2c(CN3CCN(C)CC3)c(O)ccc2c1=O
21: COc1ccccc1-[n+]1c(C)cc(/C=C2\Sc3ccccc3N2C)cc1C
22: N#Cc1ccc(C(c2nnnn2C2CCCC2)N2CCC(Cc3ccccc3)CC2)cc1 (stereo unspecified)
23: COC(=O)c1c(-c2ccccc2OC)sc2ccc(OC)cc12
24: Cc1cc(C(=O)N/N=C/c2cccn2C)no1

assay / entry	17	18	19	20	21	22	23	24
12-LOX inh	7%	-13%	-4%	-47%	-8%	-11%	?	-17%
Pin1 inh	-6%	0%	24%	-7%	?	14%	0%	-5%
TrxR1 inh	0%[57.1 µM]	-8%	-8%	-9%	-3%	5%	-1%[57.1 µM]	-10%[57.1 µM]
RGS4 inhibitor	18%	5%	-3%	-4%	-6%	3%	9%	19%
HP1b chromo inh	23%	2%	21%	11%	52%[activator]	27%	83%[activator]	8%
GLS inh	-1%	-20%	5%	19%	12%	0%	3%	1%
JMJD2A Tudor inh	-13%	-28%	-13%	-21%	14%	5%	41%[activator]	-9%
Tb PGK inh	-2%	-7%	-10%	10%	-9%	i	-8%	-1%
ERG-DNA inh	-4%	1%	-4%	-15%	28%	9%	-5%	13%

25: Cc1ccc(CC(=O)NCCCn2ccnc2)cc1
26: COC(=O)CC1=NN(c2ccc(OC)cc2)C(=O)/C1=C\c1ccc(Cl)cc1
27: NC(=O)c1cn(-c2ccccc2)nc1-c1cccnc1
28: COc1ccc(CCNCC(O)COc2cccc(Br)c2)cc1OC (stereo unspecified)
29: CCOC(=O)c1cc(-c2ccco2)nc2c1c(C)nn2-c1ccccc1
30: COc1ccc(N=C2SC(C(=O)Nc3ccc(F)cc3)CC(=O)N2C)cc1 (stereo unspecified)
31: O=C(c1ccccc1)N1CCC2(CC1)NCCc1[nH]cnc12
32: O=C(CN1C(=O)NC2(CCCC2)C1=O)NNC(=O)c1ccccc1F

assay / entry	25	26	27	28	29	30	31	32
12-LOX inh	-21%	?	-20%	?	35µM*!	1%	0%	4%
Pin1 inh	-3%	?	0%	-5%	0%	-4%	4%	-5%
TrxR1 inh	21%[57.1 µM]	-40%	2%	6%	?	27%[57.1 µM]	27%	20%
RGS4 inhibitor	-2%	-17%	7%	-9%	-13%	14%	3%	-8%
HP1b chromo inh	34%	?	41%[activator]	?	22%	25%	47%[activator]	38%[activator]
GLS inh	-13%	-10%	-12%	16%	1%	1%	-2%	8%
JMJD2A Tudor inh	3%	?	-7%	1µM*	47%[activator]	-13%	14%	0%
Tb PGK inh	-10%	-1%	-12%	-5%	-5%	-8%	-8%	-7%
ERG-DNA inh	-4%	8%	-2%	-13%	-5%	0%	12%	12%

33: CCOC(=O)c1c(/N=C/C2C(=O)CCCC2=O)sc2c1CCCC2
34: Cc1cc(C(=O)NNC(=O)Nc2cccc(C(F)(F)F)c2)no1
35: CCOC(=O)Cc1csc(SCC(=O)Nc2oc(C)c3c(C)n[nH]c(=O)c23)n1
36: Cc1nn(C)c(Sc2ccccc2N)c1[N+](=O)[O-]
37: O=S(=O)(c1ccccc1)c1cnc(-c2ccccc2)nc1N1CCCCC1
38: Cc1cccc(NC(=O)Cc2cccs2)n1
39: CCC1=NN(C(=O)CCc2ccccc2)C(O)(C(F)(F)F)C1 (stereo unspecified)
40: COc1ccc(OC)c(NC(=O)CCCN2C(=O)C3C4C=CC(C4)C3C2=O)c1 (stereo unspecified)

assay / entry	33	34	35	36	37	38	39	40
12-LOX inh	-10%	-5%	0%	?	-2%	5%	7%	0%
Pin1 inh	6%	-1%	0%	-4%	9%	6%	-2%	-2%
TrxR1 inh	7%	44%[activator][57.1 µM]	-22%	70%[activator]	26%	13%[57.1 µM]	8%	10%
RGS4 inhibitor	-14%	4%	-6%	?	17%	54%[activator]	8%	13%
HP1b chromo inh	31%	60%[activator]	54%[activator]	-17%	81%[activator]	16%	38%	22%
GLS inh	-6%	3%	1%	1%	1%	0%	-5%	3%
JMJD2A Tudor inh	1%	-8%	-4%	18µM*	36%[activator]	-10%	6%	-6%
Tb PGK inh	-1%	-3%	7%	/	i	-2%	/	4%
ERG-DNA inh	-4%	-1%	4%	7%	-10%	4%	/	-6%

41: CCC(=O)N/N=C(\C)CC(=O)Nc1ccc(Cl)cc1
42: O=c1[nH]cc(-c2ccccc2)c(=O)[nH]1
43: CCc1nnc(NS(=O)(=O)c2ccc(NC(=S)NC(=O)c3cccnc3)cc2)s1
44: CC(c1ccccc1)n1cc(C(=O)NCC2COc3ccccc3O2)nn1 (stereo unspecified)
45: COC(=O)c1cc(=O)n(-c2ccc(F)cc2)c(=Nc2ccc(F)cc2)s1

assay / entry	41	42	43	44	45
12-LOX inh	-17%	0%	?	0%	0%
Pin1 inh	-1%	2%	4%	-14%	7%
TrxR1 inh	?	21%	1%[57.1 µM]	31%	-22%[57.1 µM]
RGS4 inhibitor	9%	8%	-28%	1%	-45%
HP1b chromo inh	12%[57 µM]	35%	48%[activator]	40%[activator]	-14%
GLS inh	14%	2%	0%	3%	-11%
JMJD2A Tudor inh	-11%	-4%	9%	-4%	?
Tb PGK inh	i	i	9%	-6%	-10%
ERG-DNA inh	9%	7%	-6%	-8%	6%
